Compound activity (PubChem)
pPAFAH inh: inhibitors of human plasma PAF acetylhydrolase (pPAFAH); recombinant pPAFAH, FP-rhodamine probe fluorescence polarization; 330,000 tested, 1.5% active; inhibition, % at 3.39 µM;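 active = inhibition above the mean inhibition across the screen plus 3 SD, cut at about 25% in these data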;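 also: inhibitors block binding of the rhodamine activity-based probe so polarization drops; 0% = enzyme with DMSO and 100% = wells lacking pPAFAH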
GLD-1 RNA inh: GLD-1-TGE RNA interaction inhibition (C. elegans) | inhibition, % at 5.96 µM | 320,000 tested, 0.44% active | purified GLD-1 + fluorescein TGE RNA, fluorescence polarization | Q17339;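 active = percent inhibition above a per-plate cutoff, the plate mean of test compounds plus 3 SD, cut at about 30% in these data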;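 also: 0% = DMSO wells with GLD-1 and probe and 100% = wells lacking GLD-1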
Target sequence (Q17339 whole entry, looked up): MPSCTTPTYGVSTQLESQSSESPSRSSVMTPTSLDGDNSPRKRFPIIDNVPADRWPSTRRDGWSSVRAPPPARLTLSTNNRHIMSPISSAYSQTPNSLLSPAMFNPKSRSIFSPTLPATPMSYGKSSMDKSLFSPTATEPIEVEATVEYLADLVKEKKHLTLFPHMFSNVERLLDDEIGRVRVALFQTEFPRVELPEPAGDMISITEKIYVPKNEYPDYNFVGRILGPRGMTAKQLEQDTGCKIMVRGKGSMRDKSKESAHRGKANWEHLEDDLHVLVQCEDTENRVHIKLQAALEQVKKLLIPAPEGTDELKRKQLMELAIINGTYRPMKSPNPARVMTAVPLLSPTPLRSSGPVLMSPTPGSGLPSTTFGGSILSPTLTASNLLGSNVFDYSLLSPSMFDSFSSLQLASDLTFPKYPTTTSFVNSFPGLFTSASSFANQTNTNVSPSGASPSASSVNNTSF
MCL1 BIM primary: MCL1-BIM-BH3 interaction inhibition (human) | Q07820 | GST-MCL1 / FITC-Bim-BH3 fluorescence polarization | inhibition, % at 10.9 µM | 320,000 tested, 0.68% active;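 active = inhibition above the mean inhibition of all tested compounds plus 3 SD, set per campaign, cut at about 40% in these data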;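 also: 0% = DMSO wells and 100% = unlabeled Bim-BH3 peptide control; higher means more loss of mP so more displacement of Bim peptide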
Fam108B inh: counter-screen for RBBP9 inhibitors: inhibitors of mouse Fam108B | recombinant Fam108B, FP-Rh probe fluorescence polarization | inhibition, % at 9.51 µM | 300,000 tested, 0.33% active;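 active = inhibition above the screen mean inhibition plus 3 SD, computed separately per campaign, cut at about 18% in these data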;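 also: inhibitors lower polarization as less probe binds the enzyme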
AHR act: activates the human aryl hydrocarbon receptor | AHR-responsive luciferase reporter cells, luminescence | 320,000 tested, 2.5% active | AID 2796 | P35869 | activation, % at 5 µM; in the data active = activation above about 47%;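 also: 0% = vehicle wells and 100% = reference agonist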
PME-1 inh: PME-1 (human) inhibition; Q9Y570; recombinant PME-1, FP-Rh probe fluorescence polarization; inhibition, % at 5.9 µM; 320,000 tested, 0.53% active; AID 2130;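 active = inhibition above the campaign mean of all compounds plus 3 SD, cut at about 26% in these data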;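 also: competitive labeling of PME-1 active site by serine hydrolase directed probe; 0% = PME-1 with DMSO and 100% = wells lacking PME-1 enzyme; inhibitors block probe labeling so polarization falls and inhibition rises; many of its hits are not listed in these tables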
Bcl-xL primary: blocks human Bcl-xL binding to Bim BH3 peptide; Q07817; GST-Bcl-xL / FITC-Bim BH3 peptide fluorescence polarization; inhibition, % at 10.9 µM; 320,000 tested, 0.7% active; AID 2129;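 active = inhibition above the mean of all tested compounds plus 3 SD, cutoff set per campaign, cut at about 30% in these data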;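 also: 0% = DMSO wells and 100% = unlabeled Bim-BH3 peptide competitor; inhibitors lower millipolarization by displacing the labeled peptide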
MEX-5 binding: C. elegans MEX-5 TCR-2 RNA binding activity; Q9XUB2; MEX-5/FITC-TCR2 RNA binding, fluorescence polarization; stronger effect = lower value; 300,000 tested, 0.38% active; activity score (negative = inhibition of binding), % at 10 µM;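 active = inhibition past about -25% in most replicates, and total fluorescence under double the plate's negative control median, limit read from the data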;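 also: 0% = DMSO and -100% = 5 µM competing unlabeled TCR2 RNA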
Target sequence (Q9XUB2 whole entry, looked up): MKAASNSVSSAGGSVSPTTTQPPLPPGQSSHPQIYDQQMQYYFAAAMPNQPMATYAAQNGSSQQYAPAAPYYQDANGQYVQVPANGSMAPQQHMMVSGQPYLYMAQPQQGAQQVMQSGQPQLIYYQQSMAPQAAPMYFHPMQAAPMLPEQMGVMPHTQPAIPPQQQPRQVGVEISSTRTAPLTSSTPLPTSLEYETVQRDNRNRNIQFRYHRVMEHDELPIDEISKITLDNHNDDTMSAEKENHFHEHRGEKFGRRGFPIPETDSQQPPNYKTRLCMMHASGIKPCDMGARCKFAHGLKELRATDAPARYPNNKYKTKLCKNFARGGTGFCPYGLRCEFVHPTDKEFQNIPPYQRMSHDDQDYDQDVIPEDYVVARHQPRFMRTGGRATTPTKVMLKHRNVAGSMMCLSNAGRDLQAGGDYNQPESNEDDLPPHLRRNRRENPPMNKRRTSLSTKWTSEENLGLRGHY
PAFAH1B2 FP inh: blocks human PAF acetylhydrolase 1b catalytic subunit 2; P68402; recombinant PAFAH1B2, FP-rhodamine activity probe, fluorescence polarization; inhibition, % at 3.39 µM; 340,000 tested, 1.2% active; AID 492953;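 active = inhibition above the mean of all tested compounds plus 3 SD, cut at about 24% in these data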;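 also: 0% = enzyme with DMSO and 100% = wells lacking PAFAH1B2; many of its hits are not listed in these tables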
* marks the source's active call; other numbers are inactive results; . = no result given. Not all compounds are listed; the hit share may differ from the screen's.

compound,pPAFAH inh,GLD-1 RNA inh,MCL1 BIM primary,Fam108B inh,AHR act,PME-1 inh,Bcl-xL primary,MEX-5 binding,PAFAH1B2 FP inh
N#Cc1ccc2c(c1)nnn2-c1ccccc1,0.3,-0.4,6.7,0.0,-3.0,-6.4,1.5,-1.3,.
COc1ccc2c(c1OC)C(=O)OC2Nc1ncc(Br)cc1Br (stereo unspecified),7.6,0.4,1.3,1.6,-3.3,6.8,2.8,1.6,4.9
Nn1c(SCC(=O)Nc2ccc3c(c2)OCO3)nnc1C1CCCCC1,6.5,4.4,-2.7,-3.8,2.9,-2.5,1.8,1.7,1.9
CCOC(=O)c1c(-c2ccc(C)cc2)csc1NC(=O)c1cc2ccccc2oc1=O,3.1,9.1,0.6,-3.5,-1.0,-4.7,-0.6,0.3,-0.4
CCCN(CCC)CCCNC(=O)C(NS(=O)(=O)c1ccc2c(c1)CCC(=O)N2)c1ccccc1 (stereo unspecified),3.3,-6.6,-7.3,4.1,1.1,-2.0,-2.6,1.8,7.7
Cc1nc2ccccc2c2c1C(=O)N(C1CCCCCCC1)C2=O,-2.3,2.6,3.8,4.3,-0.6,-1.0,1.0,-0.8,0.2
O=C(c1cccc(S(=O)(=O)N2CCCC2)c1)N1CCN(Cc2ccccc2)CC1,2.6,-3.2,2.4,.,-0.1,-0.2,4.7,.,-2.8
COCCCNC(=O)CS(=O)Cc1nc(-c2ccccc2C)oc1C (stereo unspecified),5.4,4.7,4.2,11.2,1.3,-0.8,1.5,0.3,2.5
Cc1ccnc(NC(=O)C2COc3ccccc3O2)c1 (stereo unspecified),5.9,3.2,4.5,-3.2,-3.5,4.5,4.0,1.0,-1.8
Cc1cccc(NC(=O)CS(=O)CC(=O)Nc2cnc3ccccc3c2)c1C (stereo unspecified),0.4,5.0,-4.4,1.7,9.2,-5.8,1.0,0.2,3.5
Nc1c(NCCCN2CCOCC2)c2ccccc2oc1=O,-0.9,3.6,-1.2,-2.6,3.5,3.0,5.5,1.6,3.8
CCOC(=O)C1CCN(S(=O)(=O)c2cnc[nH]2)CC1,2.4,7.9,-4.9,-4.7,1.1,-6.1,5.7,0.7,3.4
CN(C)CCCn1c(SCCN2C(=O)c3ccccc3C2=O)nc2ccccc2c1=O,1.6,-3.8,5.8,-0.3,-3.6,1.4,5.3,0.5,0.5
O=C(COC(=O)[C@@H]1CC(O)CN1S(=O)(=O)c1ccc2c(c1)OCCO2)Nc1cc(F)ccc1F (stereo partly specified),-1.4,3.1,.,.,0.6,.,.,.,7.4
COc1ccccc1C(=O)Nc1nnc(C)s1,0.0,3.9,-2.3,-2.1,6.1,4.3,-1.0,-1.4,4.4
CC(C)c1nnc(NC(=O)CS(=O)(=O)Cc2ccccc2)s1,1.2,1.3,5.1,0.5,0.3,-2.1,3.1,0.6,4.0
O=C(N/N=C\c1ccc(-c2ccccc2[N+](=O)[O-])o1)C1COc2ccccc2O1 (stereo unspecified),12.4,16.0,19.5,3.7,64.5*,12.8,19.5,-2.0,-1.3
Cn1c(CNc2ccccc2O)nc2ccccc21,10.7,1.9,6.4,2.1,76.5*,4.1,3.6,-0.3,0.7
CC(=O)c1c(C)[nH]c(C(=O)OCC(=O)c2c[nH]c3ccccc23)c1C,1.5,7.4,-19.2,.,21.9,-9.3,-8.2,.,9.2
CCOC(=O)C1=NOC(CNc2ncc(C(F)(F)F)cc2Cl)C1 (stereo unspecified),2.7,-6.1,0.7,-2.8,-0.2,-1.2,2.7,0.5,-0.5
CC(=O)c1cccc(NC(=O)N2CCCC2C(=O)Nc2ccc3c(c2)OCCO3)c1 (stereo unspecified),-4.6,7.9,-0.4,-3.6,-1.1,0.6,-0.3,3.9,5.1
CCNC(=O)NC(=O)COC(=O)C1CSC2(C)CCC(=O)N12 (stereo unspecified),1.6,3.9,-6.9,0.8,0.7,0.5,1.2,0.2,2.1
CN(C)CCCN(C(=O)c1ccc2ccccc2c1)c1nc2cc3c(cc2s1)OCO3,-1.2,-4.1,-4.6,5.4,-2.2,3.2,-2.5,0.7,-0.5
Cn1c(=O)c2cc(NC(=O)c3ccccc3Cl)c(=O)oc2n(C)c1=O,-3.7,0.8,-2.9,-7.6,4.1,-8.8,8.4,-5.8,4.3
O=C(NCCN1CCOCC1)/C(=C\c1ccccc1Cl)NC(=O)c1ccccc1,-4.6,1.6,-5.7,0.1,3.7,-0.7,-2.2,-3.4,-0.6
Cc1nc(SCC(=O)N2CCCc3ccccc32)c2oc3ccccc3c2n1,1.7,-0.8,4.8,-0.3,0.6,0.2,6.4,-0.8,5.2
COc1ccc(CCNC(=O)C(=O)NCc2ccc(C(C)C)cc2)cc1OC,1.2,0.0,-3.3,-2.1,3.0,-1.2,0.5,0.4,-4.9
O=C(C[C@H]1C/C=C\CCCCC(=O)OC[C@H]2CCCN2C1=O)N[C@H](CO)Cc1ccccc1,5.6,1.1,.,.,1.4,.,.,.,1.9
COc1ccccc1NC(=O)N1CCN(c2cccc(C(F)(F)F)c2)CC1,-0.6,4.0,5.6,0.1,-7.5,-0.2,6.1,0.6,2.4
O=C(CCn1c(=O)[nH]c2ccccc2c1=O)Nc1ccccc1,-0.4,-1.4,4.5,-0.9,-3.0,-2.4,-2.9,0.5,4.0
Nc1nc(NCCOCCO)nc(NCC2CCCO2)c1[N+](=O)[O-] (stereo unspecified),0.7,-2.9,6.7,3.5,-0.9,1.6,4.3,0.4,-2.5
Cc1ccc(C(=O)C(C)N2C(=O)NC(C)(c3ccccc3)C2=O)cc1 (stereo unspecified),0.3,2.4,-5.6,3.8,-0.8,-5.0,-4.8,2.3,14.8
CCCc1nc2c(=O)n(C)c(=O)[nH]c2n1C,4.9,28.6,26.9,5.9,0.5,-1.6,30.1,-14.7,-0.2
N#Cc1cc(C(=O)c2ccccc2O)cn(-c2ccc(Cl)cc2)c1=O,1.6,-4.2,-7.3,-1.4,8.1,4.0,0.0,-2.2,.
CC1=CC(C)(C)Nc2ccc(OC(=O)C(Cc3ccccc3)N3C(=O)C4CCCCC4C3=O)cc21 (stereo unspecified),3.8,2.0,5.2,1.3,-1.6,2.1,8.3,2.1,6.0
CC1CN(C(=S)SCC(=O)c2ccccc2)CC(C)O1 (stereo unspecified),1.9,0.1,-0.2,2.8,-0.9,-0.1,3.4,-0.2,-2.2
NS(=O)(=O)c1ccc(CCNC(=O)c2ccc(Cl)cc2[N+](=O)[O-])cc1,0.6,-4.9,6.2,-5.4,0.1,0.8,4.8,-2.1,-3.0
Cc1cc(C)c2c(N=NN3CCCCC3)[nH]nc2n1,3.4,2.8,2.4,-4.3,-1.1,-1.2,0.5,-1.3,0.7
COc1ccc(C2(O)CCN(C(=O)Cc3cccnc3)CC2)cc1,4.1,-0.6,3.0,-3.4,-1.2,1.9,1.8,3.8,-1.5
Cc1ccc(C(=O)OCC(=O)N(CC(C)C)c2c(N)n(Cc3ccccc3)c(=O)[nH]c2=O)o1,4.3,8.0,-6.4,-0.2,0.3,-0.2,0.5,4.4,0.3
O=C(CN(c1ccccc1)S(=O)(=O)c1ccccc1)Nc1ccccc1C(=O)NCc1ccco1,1.7,-3.1,8.3,-2.7,19.4,-4.4,3.3,0.5,-6.4
Cc1ccc(NC2=C(Cl)C(=O)OC2OC(=O)c2ccccc2)c(C)c1 (stereo unspecified),6.5,10.7,0.9,-2.0,-0.2,-2.1,1.5,-0.2,4.0
Cc1ccc(OCC(O)CN2CCN(CC(O)COc3ccc(C)cc3)CC2)cc1 (stereo unspecified),6.3,3.5,6.9,5.3,2.1,-0.7,4.9,1.3,-4.2
Nc1ccccc1C(=O)NCCN1CCNC1=O,1.4,-3.1,-4.8,1.0,0.1,-10.2,2.4,1.0,2.9
CC(=O)c1c(C)nn(CC(O)Cn2c3c(c4cc(C)ccc42)CCCC3=O)c1C (stereo unspecified),6.8,1.5,3.9,0.3,24.9,-1.4,4.0,.,-3.3
CN1CCN(NC(=O)/C=C/c2ccc(C(C)(C)C)cc2)CC1,-1.5,-3.4,16.0,-4.1,5.7,-1.0,1.3,-1.5,6.1
O=C(O)c1cc(Cl)c2c(c1)OCO2,3.5,3.9,9.1,2.0,1.6,0.9,3.2,-1.1,-1.7
CC1CCCCN1CC(=O)NC(=O)NCc1ccccc1 (stereo unspecified),5.5,11.1,-8.2,-1.8,-0.9,-3.9,0.1,-1.2,3.6
COc1ccc(CCNC(=O)CN2C(=O)NC(C)(c3ccc([N+](=O)[O-])cc3)C2=O)cc1 (stereo unspecified),-4.7,-0.1,-2.9,2.9,1.6,4.5,1.8,-1.2,2.1
COc1cc(/C=C/C(=O)OCC(=O)N2c3ccccc3NC(=O)C2(C)C)cc(OC)c1OC,4.5,-0.6,-2.8,.,4.1,0.1,-7.1,.,9.3
CCCCc1c(C)[nH]c(C(=O)OCC)c1C,9.9,10.3,3.5,-2.0,0.1,1.9,4.9,1.7,0.1
O=S(=O)(c1ccc(SCCOc2ccccc2)nc1)N1CCCC1,7.1,0.1,8.9,.,0.3,10.8,3.9,.,7.3
CC(C)C(c1nnnn1C1CCCCC1)N1CCN(c2ncccn2)CC1 (stereo unspecified),0.1,12.1,0.6,3.3,3.2,-2.1,6.8,2.3,1.6
COC(=O)c1ccc(NC(=O)CSc2nnc(-c3cccnc3)o2)cc1,-5.0,1.4,4.5,3.5,0.2,-6.1,-0.1,-0.8,6.3
COc1cccc(C(=O)Nc2cccc(SC)c2)c1,-2.0,3.1,7.1,0.6,44.5,0.1,1.8,2.1,1.5
O=c1cc(-c2ccccc2)nc(N2CCCCC2)[nH]1,3.3,2.1,2.0,-1.2,13.0,-2.6,7.8,0.6,-3.7
CS(=O)(=O)N(CC(=O)Nc1cc(Cl)ccc1Cl)c1ccccc1Cl,-1.7,7.8,1.4,-2.7,7.9,1.5,1.6,-0.8,-4.1
N#Cc1cc(C(=O)c2ccccc2OCC(=O)Nc2ccccc2)cn(C2CCCCC2)c1=O,0.8,-1.0,8.4,1.5,-5.2,-0.2,0.1,-1.0,-5.0
O=C(Cn1cnc2c(cnn2-c2ccccc2)c1=O)NCCc1ccccc1,-8.5,3.8,0.7,-6.5,2.5,-2.1,4.5,0.3,-2.3
O=C(COc1ccc([N+](=O)[O-])cc1)NN=C1CCCC1,-1.0,3.1,0.4,-3.0,5.2,-4.7,2.7,-2.0,3.3
C=CCNC(=O)c1cc2c(=O)n3cccc(C)c3nc2s1,-0.9,2.8,1.4,3.8,14.2,4.4,4.7,-1.5,-0.8
O=C(Nc1ccccn1)c1ccc2ccccc2n1,2.0,1.1,-4.0,3.6,84.2*,-2.2,2.2,-4.1,7.1
CC1CCCCN1C(=O)CSc1nnc(-c2cccnc2)o1 (stereo unspecified),1.2,-3.5,-5.6,-1.5,0.6,-0.8,0.9,-1.5,1.6
